# Bioassay records from PubChem.
# B2AR arrestin: agonists driving beta-arrestin recruitment to human beta2-adrenergic receptor | 330,000 tested, 0.02% active | beta-arrestin recruitment to beta2AR, cell-based reporter | Potency, µM (doses to about 46.1 µM), without a hit: top-dose activation, usual class: activators;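 note: potency is the fitted concentration of half-maximal effect; 0% = DMSO controls and full agonism = EC100 isoproterenol or metaproterenol; nearly all actives have a fitted effect of over 65% in size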
# KCNH2 3.1 block: inhibitors of human KCNH2 3.1 potassium channel isoform; activity change, % (tested at about 1.8 µM); 340,000 tested, 0.95% active; U2OS KCNH2 3.1, thallium flux FluxOr; stronger effect = lower value;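 active = maximum activity change below -70%; inconclusive = maximum activity change from -70% to -50%; inactive = maximum activity change above -50%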;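 note: thallium influx rate constant from kinetic fluorescence after stimulation buffer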
#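 Channel expression came from 3.1 mutant virus (1.77 x 10^8 /mL) applied to suspended U2OS cells for 4 h. Flux was tracked with FluxOr dye plus Red40 quencher, and kinetic rate constants normalized to controls.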
# hERG WT inh: KCNH2 (human, wildtype) channel inhibition; U2OS, BacMam KCNH2, thallium flux FluxOr; stronger effect = lower value; activity change, % at 1.84 µM; 340,000 tested, 0.37% active; AID 720551; Q12809;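 active = maximum activity change below -70%; inconclusive = maximum activity change between -70% and -50%; inactive = maximum activity change above -50%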
#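 U2OS cells transduced with wild-type KCNH2 virus are loaded with FluxOr dye for 45 min, and thallium flux is measured in kinetic reads before and after stimulation buffer. Rate constants are normalized to DMSO controls.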
# BCR signal inh: inhibitors of chronic active B-cell receptor signaling | ABC-DLBCL IkBa-CBG/CBR reporter, luminescence ratio, 4 h | 340,000 tested, 0.05% active | Potency, µM (highest dose often 46.1 µM), without a hit: top-dose ratio change, negative = lower green/red ratio, actives largely listed as inhibitors; active = well fitted inhibition curve with a large enough effect in the signal ratio, with a control signal flat, not every such curve was filed as active; inconclusive = small, poorly fitted or top-dose-only effect, or effect the other way, or a change in a side signal; the % refers to the signal ratio;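 note: potency is the fitted concentration of half-maximal effect; plate controls were basal doxycycline-induced cells for no effect and cells given 10 µM MG132 for full effect; MG132 reads +100%, hits lower the ratio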
#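 Cell line TMD8 (human ABC DLBCL), stably expressing tet-inducible CBG68-IkBa fusion and CBR; IMDM/0.5% FBS; cpd up to 46 uM; dox induction, 4 h, 37C/5% CO2; dual luminescence; green/red ratio; MG132 control.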
# GALK inhibitor: inhibitors of human galactokinase; P51570; Purified GALK, Kinase-Glo residual ATP luminescence; Potency, µM (top dose mostly 57.5 µM), for inactives: at the highest dose activity change, negative = inhibition, hits mostly inhibitors; 270,000 tested, 0.007% active; AID 1868; note: potency is the fitted concentration of half-maximal effect
#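 5 nM enzyme, 35 uM ATP, 100 uM galactose, 20 mM HEPES pH8.0, 5 mM MgCl2; 1 h RT; residual ATP by Kinase-Glo Plus luminescence, qHTS format.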
# Eya2 inh: inhibitors of human Eya2 phosphatase activity. O00167. Potency, µM (highest dose often 76.9 µM), without a hit: at the top dose activity, negative = inhibition, usual class: inhibitors. 330,000 tested, 0.006% active. recombinant Eya2, OMFP fluorescence dephosphorylation (OMFP is methylfluorescein phosphate). AID 488837; note: potency is the fitted concentration of half-maximal effect
# Target sequence (O00167 whole entry, looked up): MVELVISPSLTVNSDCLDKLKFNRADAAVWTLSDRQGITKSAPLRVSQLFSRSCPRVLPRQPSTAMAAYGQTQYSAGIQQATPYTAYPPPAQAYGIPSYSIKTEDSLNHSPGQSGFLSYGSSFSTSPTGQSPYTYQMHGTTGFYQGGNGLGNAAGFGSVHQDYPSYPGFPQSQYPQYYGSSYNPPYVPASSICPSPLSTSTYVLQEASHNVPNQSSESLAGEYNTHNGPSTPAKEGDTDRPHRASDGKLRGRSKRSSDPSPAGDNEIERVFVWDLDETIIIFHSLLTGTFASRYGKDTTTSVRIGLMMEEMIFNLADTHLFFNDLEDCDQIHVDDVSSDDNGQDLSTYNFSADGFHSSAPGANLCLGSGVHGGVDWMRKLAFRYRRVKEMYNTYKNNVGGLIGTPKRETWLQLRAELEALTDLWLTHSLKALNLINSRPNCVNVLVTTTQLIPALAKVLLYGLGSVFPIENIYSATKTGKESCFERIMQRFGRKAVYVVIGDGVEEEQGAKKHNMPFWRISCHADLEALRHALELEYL
#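 Eya2 protein (added as 0.2 uM solution) was preincubated with compound for 10 min at ambient temperature in 50 mM HEPES pH 7.5, 50 mM NaCl, 5 uM MgCl2, 0.05% BSA, 1 mM DTT. OMFP (added at 50 uM) then reacted 10 min; fluorescence read at 485/525 nm.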
# PKM2 act: increases activity of human pyruvate kinase M2 | P14618 | purified PKM2, Kinase-Glo ATP luminescence, activation; response scale: 0% is enzyme alone, no compound | Potency, µM (doses to about 57.5 µM), inactives show top-dose activation, actives largely listed as activators | 260,000 tested, 0.34% active; note: potency is the fitted concentration of half-maximal effect; nearly all actives have a fitted effect of over 55% in size
# Target sequence (P14618 whole entry, looked up): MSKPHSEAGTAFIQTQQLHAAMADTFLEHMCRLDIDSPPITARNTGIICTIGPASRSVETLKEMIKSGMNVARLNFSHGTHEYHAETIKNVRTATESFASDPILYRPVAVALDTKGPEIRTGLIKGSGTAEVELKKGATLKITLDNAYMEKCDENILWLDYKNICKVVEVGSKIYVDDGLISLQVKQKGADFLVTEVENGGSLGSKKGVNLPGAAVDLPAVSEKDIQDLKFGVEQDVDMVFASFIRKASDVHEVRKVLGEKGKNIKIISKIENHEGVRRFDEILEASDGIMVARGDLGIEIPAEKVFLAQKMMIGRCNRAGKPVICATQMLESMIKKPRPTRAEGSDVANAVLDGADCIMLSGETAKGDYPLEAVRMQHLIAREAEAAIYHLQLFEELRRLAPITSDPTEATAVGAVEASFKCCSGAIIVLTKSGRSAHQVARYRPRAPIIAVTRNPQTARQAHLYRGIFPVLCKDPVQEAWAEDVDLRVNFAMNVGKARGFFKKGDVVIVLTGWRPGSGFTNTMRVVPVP
#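 hPK-M2, >95% pure; 0.1 mM ADP / 0.5 mM PEP final; imidazole pH7.2 buffer w/ 7 mM MgCl2, 50 mM KCl; 1 h RT; Kinase-Glo lum. Intermediate enzyme activity for dual inhibitor/activator qHTS.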
# Giardia killer: Giardia lamblia killing; Giardia lamblia trophozoite viability; activity change, % at 7.66 µM, hits read low; 340,000 tested, 0.15% active; AID 540267; in the data active = activity change below about -80%; inconclusive = between about -30% and that limit;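 note: parasites exposed to compound for two days anaerobically before the ATP read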
#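 Killing of trophozoites was scored by loss of ATP luminescence after a 48 hrs anaerobic exposure to compounds at 37 deg C, using 100 cells per well.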
# uPA surface inh: blocks generation of uPA at the cell surface; cell surface uPA generation assay, qHTS; Potency, µM (top dose mostly 38.3 µM), inactives show at the highest dose activity change, negative = inhibition, usual class: inhibitors; 330,000 tested, 0.31% active; active = well fitted inhibition curve with a large enough effect; inconclusive = small, poorly fitted or top-dose-only effect; inactive = no such curve, though single readings can be large or run the other way; tested in mouse RAW 264.7 cells; note: potency is the fitted concentration of half-maximal effect; nearly all actives have a fitted effect of over 55% in size
# USP2a block: USP2a (human) protease inhibition. O75604. USP2 core, Ub-CHOP2 coupled fluorogenic reporter, 485/531. Potency, µM (top dose mostly 38.3 µM), inactives show top-dose activity change, negative = inhibition, hits mostly inhibitors. 330,000 tested, 0.01% active. AID 463254;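 note: potency is the fitted concentration of half-maximal effect; plate controls were DMSO wells for no effect and full inhibition by NEM control for full effect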
#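 USP2 core (10nM final) preincubated 30min RT with compound in 20mM Tris-HCl pH 8.0, 2mM CaCl2, 2mM beta-mercaptoethanol, 0.05% CHAPS; 25nM Ub-CHOP2 plus 25nM reporter substrate added, fluorescence (Ex485/Em531) read after 60min.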
# Coupling enz: coupling enzyme interference in Giardia aldolase counter-screen; 290,000 tested, 0.67% active; coupling enzyme system counterscreen, AmpLite Red fluorescence; AID 2472; activity change, negative = inhibition, % at 58.2 µM, hits read low; in the data active = activity change below about -30%
#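 Activity here indicates interference with the coupling reaction, not aldolase inhibition. Compounds at 57.5 uM final met coupling enzymes for 10 min at RT; substrate and AmpLite Red detection followed, with a 525/598 nm fluorescence read after 20 min.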
# Numbers without * were called inactive; ? = inconclusive; . = no result given; [ ] = remark or other dose. Unless noted, calls come from the whole dose curve; as a rule, active = well fitted curve in the direction sought with a large enough effect; inconclusive = small, poorly fitted or top-dose-only effect, or another doubt; inactive = no such curve, though single readings can be large; an effect the other way counts as inactive or inconclusive. Unless noted, % is set by controls: 0 for no effect and ±100 for the full control effect.
# Each structure is followed by: KCNH2 3.1 block	Eya2 inh	Giardia killer	BCR signal inh	GALK inhibitor	Coupling enz	USP2a block	hERG WT inh	B2AR arrestin	uPA surface inh	PKM2 act
1	O=C(c1ccc(Br)o1)N1CCc2ccccc21
    .	-13%	.	?	11%	-1	0%	.	0.0%	.	-51%
2	Cc1cc(C(=O)CCC(=O)Nc2ccc(S(N)(=O)=O)cc2)c(C)s1
    0	9%	2	?	.	.	0%	-8	0.8%	12%	.
3	CC(C)N(C(C)C)S(=O)(=O)c1ccc(Cl)nc1
    -15	12%	-25	-2%	1%	1	12%	-7	-0.2%	-2%	0%
4	CCCOc1ccc(CCC(=O)N/N=C/c2ccncc2)cc1
    19	?	9	2%	1%	2	7%	5	0.2%	-1%	-2%
5	O=C(CNC(=O)c1ccc(Br)cc1)c1ccc(Br)cc1
    -1	-5%	-26	5%	8%	0	1%	3	-0.5%	9%	-21%[11.5 µM]
6	CC(=O)Nc1ccc(S(=O)(=O)N2CCc3ccccc3C2CC(=O)O)cc1 (configuration not stated)
    10	16%	6	1%	-2%	3	0%	-7	-0.3%	-3%	.
7	O=C(O)Cn1cc(/C=N/NC(=O)c2cc3cc(Br)ccc3o2)c2ccccc21
    2	-11%	-19	0%	-2%	4	0%	3	-0.5%	1%	-6%
8	COc1cc(SC)ccc1C(=O)Nc1nc(C)cc(C)n1
    7	6%	-9	-9%	.	0	0%	-2	3.0%	?	2%
9	O=C(CN1C(=O)NC2(CCOc3ccccc32)C1=O)c1ccc(Br)cc1 (configuration not stated)
    -3	-3%	7	-1%	-7%	.	0%	0	0.1%	4%	-8%
10	CCCCN(c1ccccc1)c1ncnc2nc[nH]c12
    10	0%	6	?	0%	-1	3%	21	-0.2%	-15%	-17%

# Next structures
# Each structure is followed by: KCNH2 3.1 block	Eya2 inh	Giardia killer	BCR signal inh	GALK inhibitor	Coupling enz	USP2a block	hERG WT inh	B2AR arrestin	uPA surface inh	PKM2 act
11	O=C1NCC(O)=C1C=Nc1ccccc1O
    17	25%	-11	?	-5%	0	2%	6	-0.7%	?	-1%
12	O=C(Nc1ccc(NC(=S)NC(=O)c2cccs2)cc1)c1ccccc1
    -31	-3%	-22	?	1%	-1	-3%	-3	-0.7%	7%	0%
13	O=C(Nc1ccc2c(c1)OCCO2)c1ccc(Br)o1
    -5	-5%	?	?	0%	-9	1%	-10	-0.9%	-9%	-6%
14	COc1ccc(C2=NS(=O)(=O)N(C)C(C(=O)NCc3ccccn3)=C2)cc1OC
    -2	-2%	14	-5%	.	0	1%	-1	0.7%	2%	8%
15	CC1C(c2ccccc2)N(C)C(c2ccccc2)CC1(O)c1ccccc1 (configuration not stated)
    -24	-27%	0	-24%	-1%	1	-2%	0	-0.4%	.	2%
16	O=C1CN(C(=O)COC(=O)Cc2ccccc2F)c2ccccc2N1
    1	4%	5	3%	.	.	6%	-21	0.1%	25%	.
17	O=C(CSc1ncccn1)Nc1ccc2c(c1)OCO2
    -4	5%	21	1%	.	.	4%	-2	-0.5%	-4%	.
18	CC(C(=O)Nc1ccccc1)N(c1cccc(Cl)c1)S(C)(=O)=O (configuration not stated)
    -1	3%	-12	3%	2%	1	2%	3	0.4%	1%	10%
19	Cc1csc(CCc2nc(C)cs2)n1
    -9	-2%	-13	?	-1%	1	3%	-14	0.4%	6%	-1%
20	CCOc1cc2c(cc1OCC)C(c1ccc(C(=O)O)cc1)NCC2 (configuration not stated)
    1	4%	11	0%	-1%	0	1%	-13	-0.4%	7%	.

# Continued:
# Each structure is followed by: KCNH2 3.1 block	Eya2 inh	Giardia killer	BCR signal inh	GALK inhibitor	Coupling enz	USP2a block	hERG WT inh	B2AR arrestin	uPA surface inh	PKM2 act
21	CC1(C)CC(=O)c2cnc(NC(=O)C3CCCC3)nc2C1
    5	5%	5	?	-4%	3	3%	-5	-0.9%	.	-2%
22	CCN(CC)C(=O)COc1ccc(S(=O)(=O)N2CCCC2)cc1
    -3	1%	-1	0%	-3%	-2	2%	-1	-0.1%	-2%	1%
23	CCCC(=O)Nc1c2c(nn1-c1ccccc1)CSC2
    -114*	-2%	16	5%	1%	2	2%	7	0.1%	5%	.
24	O=C(c1ccco1)N1CCN(C(=O)c2ccc(-c3ccccc3Cl)o2)CC1
    16	-2%	29	?	.	.	3%	7	0.1%	-14%	.
25	NNS(=O)(=O)c1ccc2c(c1)Cc1cc(S(=O)(=O)NN)ccc1-2
    -11	-5%	-8	2%	1%	1	-6%	4	-0.6%	-1%	.
26	O=C(Cc1csc(-c2ccccc2)n1)NCc1cccs1
    -11	2%	4	-2%	8%	-1	1%	0	0.0%	4%	-4%
27	CSc1ccc(Cl)c(C(=O)Nc2ccc(Cl)cn2)c1
    20	-1%	1	?	8%	-10	0%	0	0.0%	-15%	-14%
28	Cc1cc(C(=O)NNC(=O)c2ccc(C)s2)c(C)o1
    5	3%	-12	-11%	.	.	-3%	2	-1.1%	7%	.
29	COc1cc(NC(=O)CSc2nnc(-c3ccncc3)o2)cc(OC)c1OC
    -3	-1%	?	-2%	-6%	.	0%	-14	-0.8%	3%	0%
30	CCOc1ccc2nc(NC(=O)CSc3nc4cccnc4n3C)sc2c1
    -15	-4%	9	-6%	1%	0	4%	-3	-0.3%	-1%	0%

# Continuation:
# Each structure is followed by: KCNH2 3.1 block	Eya2 inh	Giardia killer	BCR signal inh	GALK inhibitor	Coupling enz	USP2a block	hERG WT inh	B2AR arrestin	uPA surface inh	PKM2 act
31	CCCCOC(=O)C[N+](C)(C)CCOC1CC2CCC1(C)C2(C)C (configuration not stated)
    .	-1%	7	-22%	1%	4	3%	1	-0.6%	1%	3%
32	Cc1cccc(OC(C)C(=O)Nc2cc(Cl)ccc2-n2cncn2)c1 (configuration not stated)
    10	1%	-23	?	.	.	-2%	0	-0.1%	6%	.
33	CCN(CC)C(=O)C1CCCN(C(=O)Nc2ccc(NC(=O)N3CCCC(C(=O)N(CC)CC)C3)cc2)C1 (configuration not stated)
    -12	-8%	-3	15%	2%	3	-5%	4	-0.1%	7%	1%
34	CCN(CC)S(=O)(=O)c1cccc(C(=O)N/N=C/c2cccc(O)c2O)c1
    2	5%	-14	?	3%	-52*	-2%	4	2.8%	-8%	-3%
35	CCOc1ncccc1C(=O)OCC(=O)c1cc(C)n(Cc2ccco2)c1C
    -16	2%[15.4 µM]	-3	-13%	1%	-1	0%	-19	0.0%	-6%	-6%
36	Cn1cnc(Sc2ncnc3nc[nH]c23)c1[N+](=O)[O-]
    9	-1%	-6	?	-1%	1	1%	-2	-1.0%	?	-1%
37	CCn1c(SCc2cccc(C)c2)nnc1-c1ccccc1
    -9	1%	-3	4%	0%	-1	2%	-2	-0.3%	.	-1%

# Gathered by group: the compounds so far containing a furan ring, fused or not.
# Each structure is followed by: KCNH2 3.1 block	Eya2 inh	Giardia killer	BCR signal inh	GALK inhibitor	Coupling enz	USP2a block	hERG WT inh	B2AR arrestin	uPA surface inh	PKM2 act
1	O=C(c1ccc(Br)o1)N1CCc2ccccc21
    .	-13%	.	?	11%	-1	0%	.	0.0%	.	-51%
7	O=C(O)Cn1cc(/C=N/NC(=O)c2cc3cc(Br)ccc3o2)c2ccccc21
    2	-11%	-19	0%	-2%	4	0%	3	-0.5%	1%	-6%
13	O=C(Nc1ccc2c(c1)OCCO2)c1ccc(Br)o1
    -5	-5%	?	?	0%	-9	1%	-10	-0.9%	-9%	-6%
24	O=C(c1ccco1)N1CCN(C(=O)c2ccc(-c3ccccc3Cl)o2)CC1
    16	-2%	29	?	.	.	3%	7	0.1%	-14%	.
28	Cc1cc(C(=O)NNC(=O)c2ccc(C)s2)c(C)o1
    5	3%	-12	-11%	.	.	-3%	2	-1.1%	7%	.
35	CCOc1ncccc1C(=O)OCC(=O)c1cc(C)n(Cc2ccco2)c1C
    -16	2%[15.4 µM]	-3	-13%	1%	-1	0%	-19	0.0%	-6%	-6%
